# Screening data deposited in PubChem by Fisher Drug Discovery Resource Center.
# mcGAS lum – blocks mouse cGAS activity | Q8C6L5 | inhibition, % at 12.5 µM | recombinant cGAS, Kinase-Glo ATP depletion luminescence | hit rate 0.15% among 160,000;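 also: 0% = negative control wells and 100% = reference inhibitor with no enzyme activity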
# hcGAS inh – inhibitors of human cGAS | Q8N884 | inhibition, % at 12.5 µM | hit rate 0.081% among 290,000 | recombinant h-cGAS, ATP depletion, Kinase-Glo luminescence;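 also: 0% = vehicle reaction and 100% = reaction without DNA for no activity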
# Target sequence (Q8N884 whole entry, looked up): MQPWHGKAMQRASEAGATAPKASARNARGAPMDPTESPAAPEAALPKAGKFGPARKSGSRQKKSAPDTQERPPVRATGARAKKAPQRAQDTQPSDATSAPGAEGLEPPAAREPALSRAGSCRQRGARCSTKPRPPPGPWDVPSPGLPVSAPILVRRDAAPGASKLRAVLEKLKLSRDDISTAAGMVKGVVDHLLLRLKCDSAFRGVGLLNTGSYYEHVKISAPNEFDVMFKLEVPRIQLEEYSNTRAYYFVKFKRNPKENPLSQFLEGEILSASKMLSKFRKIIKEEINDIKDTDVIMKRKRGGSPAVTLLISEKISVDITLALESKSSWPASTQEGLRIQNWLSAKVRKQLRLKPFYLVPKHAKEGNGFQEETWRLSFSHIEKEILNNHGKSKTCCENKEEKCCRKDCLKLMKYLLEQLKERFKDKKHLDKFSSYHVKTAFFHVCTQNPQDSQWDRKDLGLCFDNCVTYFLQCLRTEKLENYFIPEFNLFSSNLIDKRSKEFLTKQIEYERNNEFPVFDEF
# NPYLR7 agonist – mosquito NPYLR7 agonism. AID 1259423. HEK293T NPYLR7/Galpha15, GCaMP6s calcium fluorescence. activation, % at 10 µM. hit rate 0.15% among 270,000; in the data active = activation above about 40%;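 also: 0% = vehicle and 100% = reference agonist at the receptor; some compounds past the cut are filed as inactive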
# The depositor's hits bear a star; · = no result given; & = joins results of further samples. Rule as the data show it, unless noted: active = inhibition above about 40%; inactive = the rest. Compounds were not picked by outcome, and some 0.27% of all compounds hit somewhere here.
SMILES,mcGAS lum,hcGAS inh,NPYLR7 agonist
CCc1cc(-c2n[nH]c(C(=O)O)c2-c2nc(C)cs2)c(O)cc1O,-6.5,-6.8,-10.2
Cc1ccccc1S(=O)(=O)N(c1ccc(F)cc1)C1CCN(Cc2cccs2)CC1,-2.1,3.1,·
Cc1ccc(-n2ncc3c(=O)n(NC(=O)c4ccccc4C)cnc32)cc1C,·,-3.0,8.4
CN(C(=O)NC(c1ccc(F)cc1)C1CCCO1)C1CCCCCC1 (configuration not stated),·,-7.7,-0.9
Cc1cccc(C)c1NC(=O)Nc1ccc(N2CCCC2)c(C(=O)NCc2ccc(F)cc2)c1,-7.0&-2.8,0.5&-7.6,14.9&-2.8
COc1ccccc1-n1cc(CNC(=O)c2oc3c(F)cccc3c2C)cn1,·,3.7,-1.4
CS(=O)(=O)c1ccc(-c2cc(C(F)(F)F)cc3[nH]cnc23)cc1,·,-1.4,4.2
Cc1cnccc1N1CCC(C(=O)Nc2cccc(Cl)c2O)CC1,·,-7.1,0.9
COc1nn(C)cc1C(=O)NCCN1CCOCC1,·,-4.4,2.8
O=C(NC(C1CC1)C1CC1)C(c1ccccc1)c1ccccc1,·,-2.9,-1.6
Cc1sc2nc(C(C)Sc3nnnn3C3CC3)[nH]c(=O)c2c1C (configuration not stated),·,2.3,-1.8
CCCCNc1nc2c(-c3ccc(Cl)cc3)nnn2c2ccccc12,-5.4,-4.3,-4.1
O=C(O)c1cccnc1N1CCCC(N2CCCC2=O)C1 (configuration not stated),·,-0.6,-1.4
Cc1ccccc1C1=NOC(CN(Cc2ccc(C(F)(F)F)cc2)C(=O)C2CCCC2)C1 (configuration not stated),-5.6,-4.8,20.0
C=CCNC(=O)c1ccccc1N1CCC(NC(=O)c2ccccc2C)CC1,-6.4,-3.2,-4.1
CC(C)C1C(=O)N(C)CCN1C(=O)C1(C)CC1 (configuration not stated),·,2.6,0.8
C=C(Br)CNC(=O)c1cnn(-c2ccc(F)cc2)c1C,·,0.4,-16.9
COC(=O)c1ccc(N2C(=O)/C(=C/c3ccc(Cl)cc3)C=C2c2ccccc2)cc1,-5.2,-4.1,1.0
C/C=C/C(=O)N1CCC(n2c(=O)oc3ccc(Cl)cc32)CC1,-8.5,-10.9,3.3
CCCc1cc(C(=O)N2CCc3c(c(C(=O)N4CCOCC4)nn3CCCc3ccccc3)C2)no1,-5.1,-7.5,16.1
COc1ccc2nc(CCn3cnc(-c4ccccc4)c3-c3nccn3C)[nH]c2c1,·,1.2,3.2
COc1cc(S(=O)(=O)n2c([N+](=O)[O-])cnc2C)ccc1Br,·,-3.7,2.2
Cc1c(F)cc(C(N)=O)cc1NS(=O)(=O)c1c(Cl)cccc1Cl,·,4.1,-4.9
CC(C)CCNC(=O)c1cc(-c2ccccc2F)n2nc(C(C)(C)C)cc2n1,-4.6,-2.6,4.2

# Sorted by molar mass (descending): some entries from above.
SMILES,mcGAS lum,hcGAS inh,NPYLR7 agonist
COc1ccc2nc(CCn3cnc(-c4ccccc4)c3-c3nccn3C)[nH]c2c1,·,1.2,3.2
CC(C)CCNC(=O)c1cc(-c2ccccc2F)n2nc(C(C)(C)C)cc2n1,-4.6,-2.6,4.2
COc1cc(S(=O)(=O)n2c([N+](=O)[O-])cnc2C)ccc1Br,·,-3.7,2.2
C=C(Br)CNC(=O)c1cnn(-c2ccc(F)cc2)c1C,·,0.4,-16.9
C/C=C/C(=O)N1CCC(n2c(=O)oc3ccc(Cl)cc32)CC1,-8.5,-10.9,3.3

# More results
SMILES,mcGAS lum,hcGAS inh,NPYLR7 agonist
CSCCC(=O)N1CCCC(N2CCN(c3cccc(C(F)(F)F)c3)CC2)C1 (configuration not stated),·,-6.2,15.3
O=c1ccnc2sc(NCC3CCCc4ccccc43)nn12 (configuration not stated),·,-18.0,3.9
CC(C)Oc1ncccc1CNC(=O)c1ccc(Cn2ccnc2)o1,·,-6.1,17.8
COc1ccccc1-c1noc(CCC(=O)N2CCCC2C(F)(F)F)n1 (configuration not stated),-17.1,-3.6,4.7
O=C(O)/C=C/C(O)c1ccc(Cl)cc1 (configuration not stated),-2.9,-5.2,-1.2
CC(NC(=O)c1cc(NC(=O)Nc2cccc(Cl)c2Cl)ccc1N1CCCC1)c1ccccc1 (configuration not stated),-6.1,-17.2,-4.5
CC(=O)c1ccc(C(=O)Nc2nc(-c3ccc(F)cc3)cs2)cc1,-4.0,0.1,-5.5
COc1ccc(C(=O)c2c(N)c(-c3nc(-c4ccccc4)cs3)c3ccccn23)cc1,·,-4.4,5.7
CCC1CCCCC1N(C)C(=O)CN(C)C(=O)c1ccc(Br)s1 (configuration not stated),·,-10.4,5.3
CCOC(=O)c1nn(-c2ccc(OCC)cc2)cc1O,·,3.0,-2.2
Cc1cc(C)c(N=Nc2c(-c3ccccc3)[nH]n(-c3ccc([N+](=O)[O-])cc3)c2=O)c(C)c1,·,-9.8,-2.7
c1ccc2c(CCNc3ccc(Nc4ccncc4)cc3)c[nH]c2c1,-9.5,-3.5,-1.1
Nc1nc(Cl)cc(Nc2ccc3c(c2)CCO3)n1,1.1,4.3,-6.3
CCN1CCN(C(c2ccc(Br)cc2)C2Sc3nc(C)nn3C2=O)CC1 (configuration not stated),·,-12.5,-1.8
OCCC1CN(Cc2ccc(O)c(Cl)c2)CCN1Cc1ccc(F)c(F)c1 (configuration not stated),-12.3,-5.9,4.3
O=C(Nc1cccc(-c2nc3ccccc3o2)c1)c1ccc2c(c1)OCCO2,-2.2,-0.2,-7.8
COc1cccc(-c2ccc(=O)n(Cc3cccc(F)c3)n2)c1,·,-8.6,10.2
O=C1OC(c2cncc(Br)c2)=N/C1=C\c1coc2ccccc2c1=O,-6.5,-4.0,3.8
Cc1cccc(C)c1OCc1nc2ccccc2c(=O)n1NC(=O)COc1ccccc1,·,-3.8,2.3
CSc1nnc(SC(C)C(=O)NCC(C)c2ccccc2)s1 (configuration not stated),-1.8,2.3,5.8
FC(F)(F)c1cc(-c2ccc(Cl)cc2)nc(NCc2cccnc2)n1,·,-1.7,-2.4
CCOC(=O)c1sc2nc(CN(CC(O)COCc3ccco3)C3CCCCC3)[nH]c(=O)c2c1C (configuration not stated),0.8,-2.7,-6.7
C=CCSc1nc2nc3c(cn2n1)C(=O)CCC3,-5.5,-5.6,1.3
CC(C)SC(NC(=O)OCc1ccccc1)C(=O)NCCc1ccc(F)cc1 (configuration not stated),-4.7,-8.6,-8.1

# Pulled by structure from the entries so far, 3 records:
SMILES,mcGAS lum,hcGAS inh,NPYLR7 agonist
COc1ccc(C(=O)c2c(N)c(-c3nc(-c4ccccc4)cs3)c3ccccn23)cc1,·,-4.4,5.7
Cc1cnccc1N1CCC(C(=O)Nc2cccc(Cl)c2O)CC1,·,-7.1,0.9
Nc1nc(Cl)cc(Nc2ccc3c(c2)CCO3)n1,1.1,4.3,-6.3

# Compound profiles, from the list above.
# Record of CSc1nnc(SC(C)C(=O)NCC(C)c2ccccc2)s1 (configuration not stated) : mcGAS lum: -1.8; hcGAS inh: 2.3; NPYLR7 agonist: 5.8
# Record of O=C(Nc1cccc(-c2nc3ccccc3o2)c1)c1ccc2c(c1)OCCO2 : mcGAS lum: -2.2; hcGAS inh: -0.2; NPYLR7 agonist: -7.8

# The listing continues:
SMILES,mcGAS lum,hcGAS inh,NPYLR7 agonist
O=C(CSc1nc2c(c(=O)[nH]1)CN(Cc1ccccc1)CC2)Nc1ccc(Cl)cc1,·,6.2,-13.8
CC(C)(C)CN(CCC#N)C(=O)c1c[nH]c2ncccc12,·,0.6,-4.3
C#CCCCCCCCCCCCC(O)CC(O)CO (configuration not stated),·,-1.9,-6.3
CN(C)c1nc2c(c(N(C)C)n1)CCN(C(=O)c1cccc3c1OCC3)C2,·,-8.9,4.4
CCOc1ccc2nc(SCC(=O)n3c4c(c5ccccc53)CCCC4)sc2c1,-5.5,-7.9,-7.8
O=C(O)C1CN(C(=O)CC2CCN(Cc3ccccc3)CC2)CCN1 (configuration not stated),-8.6,-1.0,6.3
CC(=O)N1CCC[C@H]1C(=O)N(Cc1ccco1)Cc1ccco1,·,-10.6,4.1
COc1ccc(CN(Cc2ccccc2F)CC(O)COc2ccccc2)cc1 (configuration not stated),-3.7,-3.6,19.0
Cc1ccc(NC(=O)C(=O)N2CCC3(CC2)OCCN3S(=O)(=O)c2cccs2)cc1Cl,·,-7.2,4.6
O=C(NCc1ccco1)c1cc2n(n1)CCN(Cc1cccc(C(F)(F)F)c1)C2=O,-6.1,-3.0,17.8
COCCCN(Cc1c(-c2cccc(C)c2)noc1N1CCCC1)C(=S)Nc1ccc(F)cc1,-7.6,-2.8,·
O=C(CSc1nnc(-c2ccccc2)n1-c1ccccc1)N/N=C\c1cccc(Cl)c1Cl,·,-3.2,-5.6
COc1cc(C)ccc1S(=O)(=O)NC(=O)C1(C)CCN1C(=O)Cc1cc(F)ccc1F (configuration not stated),·,-0.9,3.2
Cc1ccccc1-c1nc2cccc(C)n2c1NCc1ccccc1,-7.4,-8.8,6.0
Cc1cccc(CN2CCN(c3nc4c(c(=O)[nH]c(=O)n4C)n3Cc3ccccc3C)CC2)c1,·,2.5,-0.4
O=C(Cc1csc(SCC(=O)c2ccccc2)n1)Nc1ccccc1,0.2,2.3,·
Cc1nc2nc(SC(C)C(=O)N(C(C)C)C(C)C)nn2c(C)c1CC(=O)O (configuration not stated),·,-3.2,-1.4
CCn1c(C)c(C(=O)CN(C(=O)c2cccc(Br)c2)C2CCCCC2)c(C)c1C(=O)OC,-0.7,0.0,·
CCc1ccc(NC(=O)C(CC)Sc2ncc(S(=O)(=O)c3ccc(Cl)cc3)c(=O)[nH]2)cc1 (configuration not stated),-5.6,-7.1,-8.0
CC(C)CN1C(=O)N(CCCc2cccnc2)C(=O)C12CCN(Cc1ccccn1)CC2,-14.8,-4.7,9.7
CCN(CC1CCCN(CCc2cccc(OC)c2)C1)C(=O)CN1CCCCCC1 (configuration not stated),-4.2,-4.3,0.0
CC(=O)N1CCN(S(=O)(=O)c2cccc(C(=O)Nc3ccc4c(c3)OCCCO4)c2)CC1,·,3.3,1.9
COc1ccc(OC)c(CNC2CCN(C(C)C)C2)c1 (configuration not stated),·,-7.6,0.6
CCOC(=O)Cc1c(C)nc2ncnn2c1N1CCN(C(=O)c2cccc(OC)c2)CC1,1.9,3.7,·
COc1ccc(OC)c(-c2cnc(-c3cccc(CNC(=O)c4cc(Cl)nc(OC)c4)c3)[nH]2)c1,-3.8,-1.6,7.1
Cc1ccccc1-n1ncc(C(C)NC(=O)c2ccc(-n3cnnn3)cc2)c1C (configuration not stated),·,-14.8&-4.5,4.6
O=C(COc1ccccc1)Nc1cc(F)ccc1F,·,4.2,-4.3
Cc1cc2cc(CNC(=O)CC(C)C)ccc2n1C,-9.4,-5.6,0.5
CC(=O)N1CCC(C(=O)N2CCN(Cc3cc(=O)c(OCc4ccc(-c5ccccc5C#N)cc4)co3)CC2)CC1,-6.7,-3.8,4.2
CCN(CC)C1=C(c2c(C(F)(F)F)[nH]n(-c3ccccc3)c2=O)C(=O)N(Cc2ccco2)C1=O,-5.6,-11.0,4.3
O=C(CCc1cc2c(n1-c1ccc3c(c1)OCO3)-c1ccccc1CC2)NCCc1cccs1,-7.1,-3.3,0.1
Cc1cc(S(=O)(=O)N(CCC#N)Cc2cccnc2)ccc1Br,·,-2.7,1.0
CC(C)c1nccn1-c1ccc(Oc2ccccc2)nc1,0.8,-4.9,-1.4
Cc1ccc(Nc2nc(N3CCOCC3)nc3c2cnn3-c2ccccc2)cc1C,-2.4,1.6,1.1
CN(Cc1cnc(-c2ccco2)nc1)Cc1cccc2ncccc12,-6.6,-2.5,17.0
COc1cc(=O)n(-c2ccc(F)cc2)nc1C(=O)N(C)C1CCN(C)CC1,-7.3,-11.7,8.5
O=C(c1ccc(O)cc1)C1CCN(C(=O)NCCc2cccc(F)c2F)CC1,·,-5.2,8.9
COc1ccc(CCN(C)C(=O)CSc2nccc(C)n2)cc1OC,-4.0,-2.6,-15.2
O=C(NCCc1cnc[nH]1)c1ccc(CSc2ncccn2)o1,-8.6,-3.6,·
CCCCCC(=O)N1CCN(C(=O)c2cc(-c3ccc(Cl)cc3)n(-c3ccccc3C)c2C)CC1,1.4,-2.3,-6.3
O=C(NC1CCCN(C2Cc3ccccc3C2)C1)C1(c2ccc(Cl)cc2)CC1 (configuration not stated),-10.9,-7.6,·
CN(C)c1ccc2c3c(ccc(N(C)C)c13)C(=O)OC2,·,-6.9&-7.8,11.9&11.2
O=C1C(Nc2ccc(F)cc2)=C(N2CCCCC2)C(=O)c2ccccc21,·,-12.1,1.1
O=C(NC(c1ccccc1)c1ccc2ccccc2n1)C1CCN(CCCOc2ccc(F)cc2)CC1 (configuration not stated),-3.2,-7.1,17.7
Nc1nc(-c2cccc(-n3cccn3)c2)cc(N2CCOCC2)n1,·,-3.5,4.2
Cc1onc(-c2ccccc2Cl)c1C(=O)N(C)c1ccccc1,-6.8,-2.5,-11.1
O=C(c1ccc2c(c1)OCCO2)C1CCN(C(=O)c2cnns2)CC1,·,-2.0,1.8
CN(C)CCCOc1ccc(-c2nnc3ccc(-c4ccccc4)cn23)cc1,-7.6,-4.0,31.5
COc1ccc(CCN2CC(NC3CSCCSC3)CC2=O)cc1 (configuration not stated),·,-6.6,1.5
CC(c1ccccc1)n1c(=O)c(C(=O)Nc2cccc(F)c2)nn(-c2ccccc2)c1=O (configuration not stated),-4.3,-8.3,12.5
FC(F)(F)c1nc(NNC(=S)NCC2CCCO2)c2ccccc2n1 (configuration not stated),·,-8.6,-1.3
CCC(C)c1ccccc1OC(=O)c1cccc([N+](=O)[O-])c1 (configuration not stated),-4.5,-2.0,-0.8
CCOc1cccc(N2CCN(Cc3cccc(C)c3)C(C)C2=O)c1 (configuration not stated),-6.9,-6.9,25.0
